GLP-1R inv ag: qHTS of GLP-1 Receptor Inverse Agonists (Inhibition Mode) | Glucagon-like peptide 1 receptor (Homo sapiens), P43220 | HEK293 GLP-1R CRE-luciferase, luminescence, 24 h; GLP-1R form is constitutively active | Potency, µM (titrated, usually from 38.3 µM), without a hit: at the highest dose activity change, negative = inhibition, most hits filed as inhibitors | hit rate 1.6% among 410,000; also: potency is read from the fitted curve at half-maximal effect; % is scaled to controls: 0 for no effect and ±100 for the full control effect; nearly all actives have a fitted effect of over 55% in size
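Constitutively active GLP-1R drives a cAMP-responsive luciferase in stably transfected HEK293 cells; test compounds are added after overnight (12 h) attachment and left 24 hr, and signal loss in luminescence marks inhibition.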
FUS yeast rescue: qHTS for Suppressors of FUS Proteinopathy: Primary screen using FUS-linked yeast assay; Potency, µM (doses to about 76.6 µM), inactives show top-dose growth rescue (activation), most hits filed as activators; S. cerevisiae FUS-expressing, growth rescue, OD600, 24 h; hit rate 0.24% among 390,000;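 also: potency is read from the fitted curve at half-maximal effect; plate controls were DMSO vehicle for no effect and reference control for full effect; nearly all actives have a fitted effect of over 55% in size; some results filed as inactive show a strong effect at the top dose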
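FUS-expressing yeast, raffinose-pregrown, induced in 2% galactose minimal medium at OD 0.005; compounds in a dilution series, 24hr at 30C. Growth restoration read as absorbance at 600 nm. CP55940 positive control, DMSO negative.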
pAkt inh: HTS Assay for Inhibitors of Akt Phophorylation: Primary Screen | Neuro2A IGF-stimulated pAkt S473 HTRF, 20 min; hits give low values | activity change, % for hits at 50 µM | hit rate 0.32% among 360,000; in the data active = activity change below about -80%; inconclusive = mostly about -51% to -80%; also: % is scaled to controls: 0 for no effect and ±100 for the full control effect
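Neuro2A cells in DMEM with 0.5% FBS, overnight at 37 deg C, given compound at single 50 µM final, then IGF (6 nM final) for 20 min at 37 deg C. Lysed; phospho-Akt Ser473 by HTRF after 24 h, 665/615 ratio.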
TDP43 rescue: qHTS of TDP-43 Inhibitors. TDP-43 expressing yeast growth rescue, BacTiter-Glo, 24 h. Potency, µM (titrated, usually from 46.1 µM), for inactives: top-dose growth rescue (activation), most hits filed as activators. hit rate 1.8% among 410,000; also: potency is read from the fitted curve at half-maximal effect; % of control where 0% means no effect; nearly all actives have a fitted effect of over 50% in size
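Yeast cells expressing TDP-43 under galactose induction are exposed to compounds for 24 hr at 30 deg C. BacTiter-Glo luminescence measures growth, so protective compounds score as activators.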
GLP-1R agonist: qHTS of GLP-1 Receptor Agonists. hit rate 0.007% among 380,000. Glucagon-like peptide 1 receptor (Homo sapiens), P43220. HEK293 GLP-1R CRE-luciferase, luminescence, 4-6 h; cells express a hypersensitive GLP-1R form. Potency, µM (titrated, usually from 45.6 µM), inactives show top-dose activation, most hits filed as activators; also: potency is read from the fitted curve at half-maximal effect; % of control where 0% means no effect
D3 antag: qHTS of D3 Dopamine Receptor Antagonist: qHTS. D(3) dopamine receptor (Homo sapiens), P35462. hit rate 2.5% among 360,000. D3R cells, DiscoveRx beta-arrestin luminescence, antagonist mode; hits give low values. max response, negative = inhibition, %; in the data active = max response below about -50%; inconclusive = no clear call, values can overlap the other calls; also: % is scaled to controls: 0 for no effect and ±100 for the full control effect; mostly tested at two doses, the higher about 12 µM
Target sequence (P35462 whole entry, looked up): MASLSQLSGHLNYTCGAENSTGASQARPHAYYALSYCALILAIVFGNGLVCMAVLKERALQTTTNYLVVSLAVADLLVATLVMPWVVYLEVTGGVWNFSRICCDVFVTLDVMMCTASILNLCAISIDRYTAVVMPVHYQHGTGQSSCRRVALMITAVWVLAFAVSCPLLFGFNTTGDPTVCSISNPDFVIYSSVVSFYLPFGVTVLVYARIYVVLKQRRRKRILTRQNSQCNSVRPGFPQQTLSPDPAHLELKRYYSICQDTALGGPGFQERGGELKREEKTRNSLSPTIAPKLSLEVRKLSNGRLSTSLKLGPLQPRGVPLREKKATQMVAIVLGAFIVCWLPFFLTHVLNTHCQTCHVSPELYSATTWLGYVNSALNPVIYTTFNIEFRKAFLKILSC
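Cells expressing the human receptor were seeded at 1500 cells/well, incubated overnight at 37 degrees C in 5% CO2, then exposed to library compounds with dopamine controls for 90 minutes at 37 degrees C before luminescent detection.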
aSyn rescue: qHTS of alpha-syn Inhibitors. Yeast expressing alpha-synuclein, growth rescue, BacTiter-Glo, 24 h. hit rate 0.14% among 370,000. Potency, µM (titrated, usually from 46.1 µM), for inactives: at the top dose growth rescue (activation), usual class: activators; also: potency is read from the fitted curve at half-maximal effect; % of control where 0% means no effect; nearly all actives have a fitted effect of over 65% in size
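Galactose-induced alpha-syn yeast (OD600=0.02, raffinose-pregrown) + pinned cpd, 24 hr, 30 deg C; growth by BacTiter-Glo luminescence. Growth restoration scores as activation.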
PTHR1 agonist: qHTS for PTHR1 Agonists: Primary Screen | Parathyroid hormone/parathyroid hormone-related peptide receptor (Homo sapiens), Q03431 | HEK293 GP2 PTHR1 cells, GloSensor cAMP luminescence, 1 h | Potency, µM (series often up to 115 µM), inactives show at the highest dose activation, actives largely listed as activators | hit rate 0.075% among 410,000; also: potency is read from the fitted curve at half-maximal effect; nearly all actives have a fitted effect of over 55% in size; some results filed as inactive show a strong effect at the top dose; inactives centre near -15; many of its hits are not listed in these tables
Target sequence (Q03431 whole entry, looked up): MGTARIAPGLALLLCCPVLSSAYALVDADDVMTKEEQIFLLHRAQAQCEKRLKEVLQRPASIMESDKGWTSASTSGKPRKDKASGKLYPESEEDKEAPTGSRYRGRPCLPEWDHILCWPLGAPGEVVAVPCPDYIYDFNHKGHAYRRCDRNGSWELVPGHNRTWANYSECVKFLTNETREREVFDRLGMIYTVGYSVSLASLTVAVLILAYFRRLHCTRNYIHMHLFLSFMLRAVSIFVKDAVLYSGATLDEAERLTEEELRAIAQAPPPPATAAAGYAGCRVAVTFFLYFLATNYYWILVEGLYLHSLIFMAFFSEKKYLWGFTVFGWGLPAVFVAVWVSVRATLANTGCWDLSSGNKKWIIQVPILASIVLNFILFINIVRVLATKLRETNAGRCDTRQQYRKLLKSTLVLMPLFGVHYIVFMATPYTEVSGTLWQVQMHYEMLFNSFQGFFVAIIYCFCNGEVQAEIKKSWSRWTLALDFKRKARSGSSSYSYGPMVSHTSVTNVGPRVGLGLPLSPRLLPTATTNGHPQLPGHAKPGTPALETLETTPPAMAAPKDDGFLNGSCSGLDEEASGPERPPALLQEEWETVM
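HEK-293-derived GP2 cells expressing PTHR1 and a GloSensor cAMP reporter, 3,000/well, plated overnight, given luciferin plus IBMX (each 0.5 mM as added) for 1 h at 37 °C, then compound for 1 h at 37 °C. Luminescence was read after 15 min at room temperature.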
Abeta yeast res: qHTS for compounds that reverse cellular toxicity of Amyloid beta (A-beta) peptide in yeast: Primary Screen; hit rate 0.063% among 410,000; yeast expressing A-beta42, growth rescue, OD600, 48 h; response scale: 0% DMSO, 100% iron-clioquinol control; AID 1347071, 2019; Potency, µM (titrated, usually from 46.1 µM), for the others: top-dose growth rescue, most hits filed as activators; also: potency is read from the fitted curve at half-maximal effect; nearly all actives have a fitted effect of over 55% in size
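Growth rescue measured by 600 nm absorbance after 48 h yeast culture at 30 C with compound. Values normalized between DMSO and an equimolar ferric chloride plus clioquinol control.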
Numbers without * were called inactive; i = inactive; u = inconclusive; x = not tested or not shown; [ ] = remark or other dose. Unless noted, calls follow the shape of the dose curve; as a rule, active = well fitted curve in the direction sought with a large enough effect; inconclusive = small, poorly fitted or top-dose-only effect, or another doubt; inactive = no such curve, though single readings can be large; an effect the other way counts as inactive or inconclusive. This is a subset. The share of hits here may be higher or lower than overall.

SMILES | GLP-1R inv ag | FUS yeast rescue | pAkt inh | TDP43 rescue | GLP-1R agonist | D3 antag | aSyn rescue | PTHR1 agonist | Abeta yeast res
Cc1cccc(-c2nnc(NC(=O)c3ccc(Cl)cc3)o2)c1 | -11% | 8% | i | u | -12% | -97* | 7.1µM* | -15%[57.5 µM] | u
CC(C)CC(NC(=O)c1ccccc1NC(=O)c1ccccc1)C(=O)O (configuration not stated) | 19% | 7% | i | -18% | -1% | -18 | -1% | u | -12%
Cc1cccnc1C(NC(=O)C1CCN(CCCOc2ccc(F)cc2)CC1)c1ccccc1 (configuration not stated) | u | -4% | i | 23% | -2% | -84* | 1% | -22% | 7%
O=S(=O)(c1ccc(NC(=S)N2CCCCC2)cc1)N1CCCCC1 | -14% | 21% | i | 12% | -1% | 77 | 15% | -30%[inhibitor] | -16%
CCC(C)N1C(=O)C2C(C(=O)Nc3cccc(OC)c3)C3C=CC2(O3)C1C(=O)NC1CCCCC1C (configuration not stated) | -28% | u | i | -3% | 4% | -23 | 1% | -1% | 17%
CC(=O)Nc1ccc(SCC(=O)N(CCC#N)c2ccc(C)cc2)cc1 | 9% | 16% | i | -3% | 2% | -12 | 2% | -2%[57.5 µM] | -6%
COc1ccc2c(=O)c3c(=O)n(CCc4ccccc4)c(C(C)C)nc3oc2c1 | 4% | -3% | i | -15% | 10% | -5 | 4% | -48%[inhibitor] | -2%
CN(C(=O)COc1ncnc2ccccc12)C1CCCCC1 | 0% | 9% | i | -33% | 1% | -11 | 1% | i | 19%
Cc1ccc(Nc2c3c(nc4nncn24)CCC3)cc1 | 13% | -4% | x | 16µM* | x | x | x | i | 7%
COc1ccccc1Cn1c(CNS(=O)(=O)c2ccccc2Cl)nc2cccnc21 | 11% | 30% | x | 22% | x | x | x | i | 5%

Sorted by the number under TDP43 rescue (largest number first): 3 of the compounds above.
mol | GLP-1R inv ag | FUS yeast rescue | pAkt inh | TDP43 rescue | GLP-1R agonist | aSyn rescue | PTHR1 agonist
COc1ccccc1Cn1c(CNS(=O)(=O)c2ccccc2Cl)nc2cccnc21 | 11% | 30% | x | 22% | x | x | i
CCC(C)N1C(=O)C2C(C(=O)Nc3cccc(OC)c3)C3C=CC2(O3)C1C(=O)NC1CCCCC1C (configuration not stated) | -28% | u | i | -3% | 4% | 1% | -1%
COc1ccc2c(=O)c3c(=O)n(CCc4ccccc4)c(C(C)C)nc3oc2c1 | 4% | -3% | i | -15% | 10% | 4% | -48%[inhibitor]

(further entries)
SMILES | GLP-1R inv ag | FUS yeast rescue | pAkt inh | TDP43 rescue | GLP-1R agonist | D3 antag | aSyn rescue | PTHR1 agonist | Abeta yeast res
Cn1cnnc1SCC(=O)c1c[nH]c2ccccc12 | 12% | u | i | -18% | -8% | -17 | -2% | -19%[57.5 µM] | -5%
C=CCNC(=S)Nc1ccc(Cl)c(S(=O)(=O)N2CCOCC2)c1 | 9% | -38% | i | 0% | 1% | 4 | 1% | -16% | -13%
O=C(CN1CCCCCC1)Nc1ccc([N+](=O)[O-])cc1Cl | u | -4% | i | 14% | 0% | 4 | 4% | -30% | 6%
C=CCN1C(=O)/C(=C2/Sc3ccccc3N2C)SC1=Nc1ccccc1C | -8% | 11% | i | -4% | 9% | 1 | -3% | -2%[57.5 µM] | 18%
C/C(CS(=O)(=O)c1ccccc1)=N\O | 3% | 27% | i | -15% | -2% | -14 | -11% | -3% | -5%
COc1ccc(NC(=O)CN(C)C(=O)c2ccc3ccccc3c2)cc1 | -15% | 25% | i | 0% | -2% | 21 | 3% | u | 6%
COc1cc(C(=O)N2C[C@H]3CC[C@H]2C3)ccc1OC1CCN(C(C)=O)CC1 | 16% | 4% | i | -9% | -4% | -6 | 1% | i | -13%
CCCOc1ccc(N2C(=O)CC(N(CCc3ccc(S(N)(=O)=O)cc3)C(C)=O)C2=O)cc1 (configuration not stated) | -4% | 17% | i | 0% | -3% | -8 | 2% | i | 19%
COc1cc(OC)c(NC(=O)C2=C(C)C(=O)OC23CCN(C(C)=O)CC3)cc1Cl | 16% | 7% | x | 11% | x | x | x | -2% | -7%
Cc1ccc(-c2noc(C3CCCN(C(=O)c4cccc([N+](=O)[O-])c4)C3)n2)o1 (configuration not stated) | -4% | u | i | -9% | 15% | 7 | 0% | -23% | -8%
COc1ccc(C)cc1NC(=O)CSc1nc2ccccc2nc1N1CCCCC1 | u | 19% | i | 18% | 7% | -10 | 11% | -5% | 9%
O=C(CCCN1C(=O)c2ccccc2C1=O)NC1=NCCS1 | 16% | 7% | i | 4% | -11% | -8 | 4% | i | -3%
Clc1cccc(Cl)c1/C=N/Nc1c(Cl)cncc1Cl | u | -4% | i | 20% | 18% | 26 | 2% | -5% | -8%
C=CCn1c(SCc2ccc(C(=O)NCCO)cc2)nc2ccccc2c1=O | 38%[activator] | 11% | i | -4% | 22% | -7 | 2% | -21% | 7%
CCc1ccc(CN(Cc2ccco2)C(=O)COc2ccc(Cl)cc2C)cc1 | u | 25% | x | 9% | x | x | x | i | 11%
COc1ccc(S(=O)(=O)N2CCCC(C(=O)N3CCCC3)C2)cc1OC (configuration not stated) | -5% | 5% | i | -6% | 2% | u | -5% | u | -3%
O=C(CN(CCc1ccccc1)S(=O)(=O)c1ccc(Cl)cc1)N/N=C/c1ccc2c(c1)OCO2 | 0% | x | i | -17% | -1% | -4 | -2% | i | -19%
CCn1c(CSc2nc3ccccc3s2)nnc1SCC(=O)OC(C)(C)C | -22% | 49% | i | 19% | 15% | 3 | 9% | -31%[inhibitor] | 9%
Cc1cc(C)nc(/N=C(\N)Nc2ccc(OCCC(C)C)cc2)n1 | u | 4% | i | 13% | -14% | 12 | 3% | -26% | 28%
O=C(C(Cl)Cl)N1CCN(Cc2ccc3c(c2)OCO3)CC1 | -19% | -18% | i | 25% | -6% | 2 | 16% | i | -2%

Another view of six compounds above.
SMILES	GLP-1R inv ag	FUS yeast rescue	pAkt inh	TDP43 rescue	GLP-1R agonist	D3 antag	aSyn rescue	PTHR1 agonist	Abeta yeast res
Clc1cccc(Cl)c1/C=N/Nc1c(Cl)cncc1Cl	u	-4%	i	20%	18%	26	2%	-5%	-8%
C=CCn1c(SCc2ccc(C(=O)NCCO)cc2)nc2ccccc2c1=O	38%[activator]	11%	i	-4%	22%	-7	2%	-21%	7%
CCc1ccc(CN(Cc2ccco2)C(=O)COc2ccc(Cl)cc2C)cc1	u	25%	x	9%	x	x	x	i	11%
COc1ccc(S(=O)(=O)N2CCCC(C(=O)N3CCCC3)C2)cc1OC (configuration not stated)	-5%	5%	i	-6%	2%	u	-5%	u	-3%
O=C(CN(CCc1ccccc1)S(=O)(=O)c1ccc(Cl)cc1)N/N=C/c1ccc2c(c1)OCO2	0%	x	i	-17%	-1%	-4	-2%	i	-19%
CCn1c(CSc2nc3ccccc3s2)nnc1SCC(=O)OC(C)(C)C	-22%	49%	i	19%	15%	3	9%	-31%[inhibitor]	9%

Further structures follow.
SMILES | GLP-1R inv ag | FUS yeast rescue | pAkt inh | TDP43 rescue | GLP-1R agonist | D3 antag | aSyn rescue | PTHR1 agonist | Abeta yeast res
Cc1nn(Cc2c(F)cccc2Cl)c(C)c1[N+](=O)[O-] | u | 3% | i | u | 6% | 2 | 10% | -1% | 7%
CC1CCCCC1NC(=O)COC(=O)COc1ccccc1Cl (configuration not stated) | 11% | -19% | i | -6% | 0% | 7 | 7% | -3% | -5%
C=CCNC(=O)CC(=O)N/N=C/c1ccc(F)cc1 | 7% | -20% | i | 7% | -4% | 3 | 1% | -8% | 9%
CN1CCN(c2ncnc3c2ncn3[C@H]2CN(Cc3ccncc3)C[C@@H](CO)O2)CC1 | -5% | -14% | x | 6% | -6% | 15 | -3% | -17% | 0%
C=CCN(Cc1ccc(Cl)s1)C(=O)CNC(=O)CNC(=O)c1ccc(Cl)cc1Cl | u | 28% | i | 2% | 6% | -5 | -1% | -34%[inhibitor] | 5%
CC(=O)NCCC(=O)Nc1nc(-c2ccccc2Cl)cs1 | -2% | 14% | i | -5% | 6% | -4 | -2% | -1% | -1%
COC(=O)c1ccccc1NC(=O)Cn1nc(C(F)(F)F)c2c1CCCC2 | 11µM* | 29% | x | -1% | x | x | x | -85%[inhibitor] | -6%
COc1ncccc1C(=O)N1CCCC(C(=O)c2cc(F)ccc2F)C1 (configuration not stated) | 11% | 6% | i | 8% | 13% | 3 | 1% | -7% | 9%
O=S(=O)(c1ccc(Br)cc1Cl)N1CCCN(c2ccc(C(F)(F)F)cn2)CC1 | u | x | i | 6% | -3% | 18 | 1% | -37%[inhibitor] | -17%
Cn1cc(SCC(=O)NCC2CCCO2)c2ccccc21 (configuration not stated) | 11% | -21% | i | 0% | -5% | -9 | -1% | 0% | 5%
O=C(C1CCCO1)N1CCN(C(=O)C23CC4CC(CC(C4)C2)C3)CC1 (configuration not stated) | 1% | -16% | i | 11% | -3% | 18 | 3% | i | 8%
Cc1ccc(C(=O)N2CCCC(C(=O)Nc3cccc(-c4ccc(F)cc4)c3)C2)cn1 (configuration not stated) | u | 20% | i | 3% | 0% | -14 | -3% | -30%[inhibitor] | -11%
COc1ccc(CC(NC(C)=O)C(=O)NC2CCN(C(=O)Nc3ccccc3C)CC2)cc1OC (configuration not stated) | 5% | 10% | i | 0% | 1% | 12 | 8% | -3% | 6%
CCc1nnc(NC(=O)CSc2nc3cc4c(cc3cc2C)OCCO4)s1 | 2% | 35% | i | -23% | 4% | -23 | 1% | i | -6%

Source: PubChem BioAssay
